# Screening data: PubChem, several laboratories
# TRPML3 ag = agonists of human TRPML3 channel; activation, % at 3 µM; Q8TDD5; hit rate 0.29% among 220,000; HEK293 TRPML3-YFP, Fluo-8 calcium fluorescence; 100% = the carbachol control signal;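 active = activation above its plate's cutoff, the mean activation of the plate's test wells plus 3 SD, cut at about 12% in these data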;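 note: 0% = DMSO only wells and 100% = carbachol wells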
# Target sequence (Q8TDD5 whole entry, looked up): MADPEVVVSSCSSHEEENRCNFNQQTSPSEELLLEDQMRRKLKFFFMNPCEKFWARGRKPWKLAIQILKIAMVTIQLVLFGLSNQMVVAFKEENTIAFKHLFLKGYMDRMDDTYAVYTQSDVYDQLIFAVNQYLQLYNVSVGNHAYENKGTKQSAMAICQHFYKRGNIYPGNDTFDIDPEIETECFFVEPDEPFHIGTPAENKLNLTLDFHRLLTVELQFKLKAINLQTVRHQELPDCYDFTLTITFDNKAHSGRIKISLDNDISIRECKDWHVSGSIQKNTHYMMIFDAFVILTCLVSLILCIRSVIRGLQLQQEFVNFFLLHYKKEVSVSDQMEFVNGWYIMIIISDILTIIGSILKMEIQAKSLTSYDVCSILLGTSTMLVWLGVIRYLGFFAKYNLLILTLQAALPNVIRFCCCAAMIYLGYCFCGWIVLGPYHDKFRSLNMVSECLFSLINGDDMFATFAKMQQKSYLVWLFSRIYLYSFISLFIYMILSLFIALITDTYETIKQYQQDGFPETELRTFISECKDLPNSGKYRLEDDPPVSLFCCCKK
#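 Material: TRPML3-YFP stable HEK293 cells | Dosing: One concentration, 3 µM nominal, 0.3% DMSO | Timing: 125 s total fluorescence read per well | Technique: Fluo-8 calcium dye fluorescence, ex 470-495, em 515-575 nm | Measure: Percent activation from peak-to-basal fluorescence ratio, scaled between DMSO and carbachol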
# PGE2 EP2 inh = EP2 receptor (human) inhibition; C6 glioma cells expressing human EP2, cAMP TR-FRET; cells stimulated with saturating PGE2; inhibition, % at 25 µM; hit rate 0.52% among 260,000; AID 1422;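 active = percent inhibition above 40 after rounding to a whole number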;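 note: rat C6 glioma host cells with rolipram phosphodiesterase inhibitor present; the protocol text gives 20 µM as final concentration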
# EP2 modulator = EP2 receptor (human) modulation; P43116; induction, % at 25 µM; hit rate 0.83% among 260,000; EP2-expressing cells, cAMP HTRF FRET, PGE2 co-stimulation;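 active = compounds whose cAMP rise, as percent of the full-agonist control response, exceeds 60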;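 note: rat C6 glioma line stably carrying human EP2 under a CMV promoter; the protocol text gives 20 µM as final concentration; 100% = response of wells given 1 µM PGE2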
# 14-3-3 Bad PPI = disrupts binding of bovine 14-3-3 zeta to phospho-Bad peptide | AID 781 | P63103 | hit rate 0.71% among 220,000 | TR-FRET 14-3-3zeta/Dy647-pBad peptide displacement, 1 h | inhibition, % at 21.7 µM;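 active = inhibition above about 70%, limit read from the data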;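 note: 0% = full 14-3-3 plus peptide FRET controls and 100% = background without 14-3-3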
# zfTRPN1 agonist = agonists of zebrafish TRPN1 channel. activation, % at 3 µM. AID 1424. HEK293 zebrafish TRPN1-YFP, Fluo-8 calcium fluorescence; 100% = response to 87 µM carbachol. hit rate 0.18% among 220,000;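 active = activation above its plate's cutoff, the mean activation of test wells on that plate plus 3 SD, cut at about 19% in these data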;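 note: 0% = DMSO alone and 100% = 87 µM carbachol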
#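 Material – zebrafish TRPN1-YFP in HEK293 cells · Doses – 3 µM single point · Schedule – dye 1 h 37 °C plus 30 min RT · Signal – Fluo-8 calcium fluorescence, excitation 470-495 nm, emission 515-575 nm · Read-out – % activation versus carbachol response · Control set – carbachol high, DMSO low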
# NPY-Y1 PAM-ag = potentiates or activates human NPY-Y1 receptor. activation, % at 3.6 µM. AID 1304. hit rate 0.37% among 220,000. NPY-Y1 expressing cells, potentiator/agonist activation; in the data active = activation above about 33%, passing the limit was not always enough;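 note: cells stimulated with NPY at EC10 then isoproterenol at EC100; 0% = low agonist plus stimulus and 100% = saturating agonist plus stimulus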
# Target sequence (P25929 whole entry, looked up): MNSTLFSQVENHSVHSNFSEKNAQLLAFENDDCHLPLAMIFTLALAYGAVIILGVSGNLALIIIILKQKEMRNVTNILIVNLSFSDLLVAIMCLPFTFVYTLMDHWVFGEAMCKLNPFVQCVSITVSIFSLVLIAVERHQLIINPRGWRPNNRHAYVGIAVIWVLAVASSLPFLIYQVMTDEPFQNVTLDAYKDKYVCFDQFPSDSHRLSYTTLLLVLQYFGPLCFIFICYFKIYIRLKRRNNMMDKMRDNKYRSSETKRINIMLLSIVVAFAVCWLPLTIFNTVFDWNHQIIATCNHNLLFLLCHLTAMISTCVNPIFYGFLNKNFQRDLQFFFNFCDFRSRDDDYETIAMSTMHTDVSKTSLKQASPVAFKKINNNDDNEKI
# PPC-1+TRAIL kill = kills PPC-1 cancer cells in the presence of TRAIL. cell killing (% activity), % at 4 µM. hit rate 0.41% among 220,000. PPC-1 cells + TRAIL, ATPLite viability luminescence;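 active = cell killing above 50% in the first pass at 4 µM, then a duplicate retest at 5 µM averaging 50% or more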;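 note: plate controls were cells with TRAIL plus DMSO for no effect and medium-only wells lacking cells for full effect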
# NPY-Y1 antag = NPY-Y1 (human) receptor antagonism. HEK293-CNG Y1 cells, membrane potential fluorescence; NPY at EC95, then isoproterenol. inhibition, % at 3.6 µM. hit rate 1% among 200,000. AID 1040;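 active = inhibition above the campaign mean inhibition of all tested compounds plus 3 SD, cut at about 20% in these data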;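 note: 0% = DMSO wells given NPY plus isoproterenol and 100% = isoproterenol alone without NPY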
#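 Assay system: HEK293 Y1/CNG channel cell line; Doses: single compound dose of 3.6 µM, 0.4% DMSO; Timing: dye 3 h, compound 60 min room temperature, stimulation 45 min; Technique: Membrane-potential fluorescent dye readout; Measure: % inhibition of NPY effect.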
# CHOP inh = CHOP inhibition in unfolded protein response | CHO-K1 CHOP-promoter luciferase, tunicamycin-induced, 15-18 h | inhibition, % at 10 µM | hit rate 3.8% among 220,000 | AID 2732;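 active = compounds that reduced the stress-induced luciferase reporter signal by more than about 70% of percent inhibition, limit read from the data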;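 note: 0% = tunicamycin plus vehicle and 100% = wells without tunicamycin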
# * = called active by the depositor; x = no result given; & = joins results of further samples; [ ] = another dose, or the depositor's remark.
SMILES,TRPML3 ag,PGE2 EP2 inh,EP2 modulator,14-3-3 Bad PPI,zfTRPN1 agonist,NPY-Y1 PAM-ag,PPC-1+TRAIL kill,NPY-Y1 antag,CHOP inh
CC[C@H](C)C(C(=O)N1CCN(C(=O)OC(C)(C)C)CC1)n1cc(C(Cc2ccc(O)cc2)NC(=O)OC(C)(C)C)nn1 (some centres not stated),-1.2,7,-6,-4,-1.3,8,3,-3,15
CC(=O)c1ccc(NC(=O)C2CC(c3ccc(F)cc3)=NO2)cc1 (configuration not stated),-0.1,5,-21,-5,1.9,-7,15,-6,-1
CSc1cccc(NC(=S)N2CCCN(Cc3cccc(Cl)c3)C2)c1,0.9,12,-40,-19,-1.5,-1,0,-3,61
c1ccc2oc(-c3ccn[nH]3)cc2c1,0.1,9,-23,0,-0.6,17,28,x,14
CCOC(=O)CSc1nnc(CSc2nc3sc4c(c3c(=O)[nH]2)CCCC4)n1-c1ccccc1,-0.6,10,23,10,-1.6,-23,11,10,8
O=C(O)c1cc(NCc2ccc3c(c2)OCO3)ccc1N1CCOCC1,0.9,1,-37,-6,1.6,-5,-22,-3,-15
COc1ccc(CCNC(=O)CSc2nc3cc(Cl)ccc3o2)cc1OC,0.4,12,-5,1[fluorescence artefact?],-0.6,-25,2,9,17
Oc1ccc(Cl)cc1C=NCCc1ccccc1,0.3,0,30,1[fluorescence artefact?],1.4,-9,20,2,34
CC(C)Cn1c(CN2CCN(C(=O)c3ccco3)CC2)nc2c1c(=O)n(C)c(=O)n2C,1.3,5,6,-3,0.0,-7,15,-1,-2
CCOC(=O)C1=C(C)NC(=O)C1(NC(=O)c1cccnc1)C(F)(F)F (configuration not stated),0.1,17,12,-22[fluorescence artefact?],0.6,-7,-4,-1,1
CN(CC#CCC(c1ccccc1)c1ccccc1)C(C)(C)C,-0.9,7,1,7,1.2,-6,10,6,62
COc1ccc(-c2cc(C(F)(F)F)nc(SCC(=O)N3CC(C)OC(C)C3)n2)cc1OC (configuration not stated),-0.7,17&7,10&-12,9,1.7,-7,-6,2,7
CCOc1ccc(N(Cc2ccc(OC)cc2)C(=O)c2ccco2)cc1,-1.1,7,65*,0,-2.9,-7,11,9,-1
CC(=O)N(CCC1(C(C)C)CCOC(C)(C)C1)C(C)c1cccs1 (configuration not stated),0.0,6,-8,3,-0.4,18,3,x,21
N#C/C(=C\c1cccc([N+](=O)[O-])c1)C(=O)NCc1cccnc1,0.6,5,6,0[fluorescence artefact?],-0.5,4,10,-1,-21
CC(=O)N1CCCC(C(=O)c2ccc3c4c(cccc24)CC3)C1 (configuration not stated),0.1,-2,-37,4,-0.3,7,21,0,31
COc1ccccc1/C=C/C(=O)c1ccc(NC(C)=O)cc1,0.1,13,-14,4[fluorescence artefact?],1.6,13,16,1,-160
COc1ccc(C(=O)NNC(=O)CSc2nnc(COc3ccccc3)n2C)cc1,0.3,4,0,-2,-1.2,0,12,4,-19
CCc1cc2c(SCC(=O)c3cccs3)ncnc2s1,0.7,15,3,4[fluorescence artefact?],-0.7,-22,1,-7,52
CCOC(=O)C1CCN(C(=O)Nc2ccc(OC)c(OC)c2)CC1,0.9,4,28,6[fluorescence artefact?],0.9,1,0,-4,38
NC(=O)CC(NC(=O)c1ccccc1)c1ccc(NCCc2cccc(F)c2)c([N+](=O)[O-])c1 (configuration not stated),x,22,-9,3,x,x,17,x,7
Cc1cc2c(=O)n(CC(=O)NCC(=O)N3CCN(Cc4ccccc4)CC3)cnc2s1,0.1,13,6,1,3.6,15,-11,-1,32
CCn1c(C(=O)OC)cc2c1ccn2-c1ccc(F)cc1,-0.5,10,32,-14,-0.7,13,18,27*,56
O=C(O)CNC(=S)N(Cc1ccccc1Cl)C1CCCCC1,1.2,9,17,-1,0.0,-8,7,-1,-4
O=C(/C=C/c1ccco1)Nc1ccc2nn(-c3ccccc3)nc2c1,0.3,6,-20,11,2.1,-4,18,3,21

# Three entries from above, sorted by their value in NPY-Y1 PAM-ag, low to high:
Molecule,TRPML3 ag,EP2 modulator,14-3-3 Bad PPI,NPY-Y1 PAM-ag,NPY-Y1 antag,CHOP inh
O=C(O)CNC(=S)N(Cc1ccccc1Cl)C1CCCCC1,1.2,17,-1,-8,-1,-4
CC[C@H](C)C(C(=O)N1CCN(C(=O)OC(C)(C)C)CC1)n1cc(C(Cc2ccc(O)cc2)NC(=O)OC(C)(C)C)nn1 (some centres not stated),-1.2,-6,-4,8,-3,15
COc1ccccc1/C=C/C(=O)c1ccc(NC(C)=O)cc1,0.1,-14,4[fluorescence artefact?],13,1,-160

# (continued)
SMILES,TRPML3 ag,PGE2 EP2 inh,EP2 modulator,14-3-3 Bad PPI,zfTRPN1 agonist,NPY-Y1 PAM-ag,PPC-1+TRAIL kill,NPY-Y1 antag,CHOP inh
CN(C)S(=O)(=O)c1cc(NC(=O)CN2CCCc3ccccc32)ccc1Cl,0.8,5,-44,-12,0.8,19,10,71*,10
CCOc1ccc2nc(NCCCNS(=O)(=O)c3ccc(F)cc3)c(C#N)cc2c1,-0.3,7&9,-73&-49,5[fluorescence artefact?],-1.2,-1,x,-2,41
Cc1ccsc1C(=O)Nc1ccc(C(=O)O)cc1,0.8,13,21,6,1.3,0,2,11,-4
CCN(C(=O)c1cc2c(=O)[nH]c3ccc(C)cc3c2s1)c1ccc(F)cc1,-0.5,6,-35,-5,0.8,-83,0,x,-8
O=C(NC(=O)c1ccccc1O)c1ccc(C(F)(F)F)cc1,1.8,5,-25,1,5.9,20,20,x,23
COc1ccc(C)cc1S(=O)(=O)N(C)CC(=O)N1CCN(C)CC1,0.7,11,-5,-17,0.9,-5,16,2,2
Cn1cccc1/C=N/N1CCN(c2ccccn2)CC1,0.8,11,25,0,1.5,3,32,3,-12
COc1ccc2c(c1)[nH]c1c(Cl)ncnc12,0.7,8,-4,30,0.0,-14,12,-3,19
CCC1CCCCN1C(=S)Nc1cccc(S(=O)(=O)N(C)C)c1 (configuration not stated),-0.2,6,10,-2,-2.3,8,7,5,-1
Cc1ccc(Nc2nc(-c3sc(NC(=O)c4ccc([N+](=O)[O-])cc4)nc3C)cs2)cc1,-0.1,17,-8,68,-0.1,47,24,-3,38
FC(F)(F)COc1nc(N/N=C/c2cccnc2)nc(N2CCCCC2c2ccccn2)n1 (configuration not stated),-0.1,1,-12,-8,-0.3,12,4,1,5
FC(F)(F)c1cccc(NC(=S)NCc2ccccn2)c1,-0.6,3,-27,-6,-0.3,5,-1,0,15
CCc1ccc(NC(=O)CN(c2ccc3c(c2)OCO3)S(=O)(=O)c2c(C)noc2C)cc1,-0.1,13,-15,0,0.1,1,-20,3,61
CCC1=C2CC[C@H]3C(=O)N(CC(=O)OC)C(=O)[C@H]3[C@H]2[C@@]2(C)C(=NCC(=O)OC)OC(=O)N2C1=O,x,8,17,-4,x,x,17,x,-8
CCCC(=O)Nn1cnc2c(c1=O)C1(CCCCC1)Cc1ccccc1-2,0.1,18,37,3,-1.1,14,17,8,23
O=C(CCSc1ccc(Cl)cc1)N1CCCCCC1,-0.8,6,11,0,-0.7,-1,4,0,-9
S=C(c1ccc(Br)cc1)N1CCN(Cc2ccccc2)CC1,0.5,5,-14,6,-1.1,6,-11,-6,67
CC1Oc2ccccc2OC1(O)c1ccccn1 (configuration not stated),0.6,6,21,6[fluorescence artefact?],0.8,4,8,4,41
Cc1ccccc1NC(=O)c1cccc(Cn2cc(Br)c([N+](=O)[O-])n2)c1,0.3,11,-14,-1,1.1,-20,18,14,53
COc1ccc(NC(=O)c2cncc(Br)c2)cc1S(N)(=O)=O,1.1,12,10,-16,-0.7,6,-1,0,5
CCSc1ccc(NC(=O)c2cccnc2)cc1,-0.3,8,-6,-12,-0.8,-10,8,-3,-30
CCOc1ccccc1Oc1c(C)oc2c(CN3CCN(CCO)CC3)c(O)ccc2c1=O,0.5,15,x,x,0.9,8,10,-2,x
Cc1ccc(C2CC(c3ccc(NS(C)(=O)=O)cc3)=NN2C(=O)c2ccco2)cc1 (configuration not stated),-0.4,5,-22,-9,-0.2,20,27,-3,11
Cn1nnc(NC(=O)/C=C/c2ccco2)n1,0.9,8,19,-2,0.5,1,21,x,3
O=C(NCc1ccccn1)c1ccc(/C=N/O)nc1,0.7,10,17,4,0.8,16,10,-4,26

# Reprinted at random: 4 entries already listed.
SMILES,TRPML3 ag,PGE2 EP2 inh,EP2 modulator,14-3-3 Bad PPI,zfTRPN1 agonist,NPY-Y1 PAM-ag,PPC-1+TRAIL kill,NPY-Y1 antag,CHOP inh
O=C(NC(=O)c1ccccc1O)c1ccc(C(F)(F)F)cc1,1.8,5,-25,1,5.9,20,20,x,23
CCCC(=O)Nn1cnc2c(c1=O)C1(CCCCC1)Cc1ccccc1-2,0.1,18,37,3,-1.1,14,17,8,23
S=C(c1ccc(Br)cc1)N1CCN(Cc2ccccc2)CC1,0.5,5,-14,6,-1.1,6,-11,-6,67
Cc1ccc(Nc2nc(-c3sc(NC(=O)c4ccc([N+](=O)[O-])cc4)nc3C)cs2)cc1,-0.1,17,-8,68,-0.1,47,24,-3,38

# The list continues:
SMILES,TRPML3 ag,PGE2 EP2 inh,EP2 modulator,14-3-3 Bad PPI,zfTRPN1 agonist,NPY-Y1 PAM-ag,PPC-1+TRAIL kill,NPY-Y1 antag,CHOP inh
OCCN(/C=N/c1nc(-c2ccc(Br)cc2)cs1)CCO,-0.4,7,-5,-8,-0.9,12,-2,1,55
O=C1CC(SC(=Nc2ccccc2)Nc2ccccc2)C(=O)N1c1ccc(Cl)c(Cl)c1 (configuration not stated),0.8,10,-8,-6,0.8,0,-13,0,90*
CCOC(=O)CNC(=S)N(Cc1cccs1)C1CCCCC1,-0.6,8,17,16,-1.8,-11,12,6,8
COCc1nc2ccccc2n1Cc1ccccc1,-0.3,5,1,-5,-1.0,-27,19,3,-10
NNc1nc(-c2ccccc2)c2ccccc2n1,-0.2,5,-44,-10,0.1,20,17,2,9
Cc1ccccc1C=Nc1ccccc1C(N)=O,0.6,7,-1,7,0.8,15,18,-2,11
Cc1c(C(=O)Oc2ccc(F)cc2)sc2ncn(Cc3cccc(F)c3)c(=O)c12,0.7,10,24,-16[fluorescence artefact?],-0.6,10,14,-6,41
O=C(COC(=O)c1ccccc1Oc1ccccc1)NCc1ccco1,-0.7,28,55,1,-0.4,-12,-1,1,26

# Some of the compounds tested; rates above refer to the full screens.
